Source: PubChem BioAssay
mHtt clearance: mutant huntingtin protein clearance; hit rate 0.42% among 47,000; inhibition, % at 1.5 µM; HeLa Exon1htt(103Q)mCFP, aggregate imaging; zero = plate's median compound well;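 active = inhibition of aggregate fluorescence above about 70%, also judged a hit by eye on the cell image, limit read from the data, passing the limit was not always enough; inconclusive = no rule stated for this call; inactive = not judged a hit on image review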;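 also: cells exposed to compound for three days before fixation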
mHtt clearance grain fraction: further read-out of mHtt clearance, marked with its call; fraction fluorescence in grains; measured here: aggregate grain fluorescence fraction; stronger effect = lower value;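 scaled fraction of total cell fluorescence in grains with unit not stated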
* = called active by the depositor; ? = inconclusive; . = not tested or not shown. Some of the compounds tested, so the mix of outcomes need not match the whole.

SMILES	mHtt clearance	mHtt clearance grain fraction
Cc1cc(NC(=O)Cc2cn3ccsc3n2)n(-c2ccccc2)n1	0.6	37.1
CC(C)(C)N1C(=O)c2ccc(C(=O)NCc3ccco3)cc2C1=O	-0.1	20.1
COc1cccc(NC(=O)CSc2nnc(C)s2)c1	9.3	15.6
Cc1cc(C)c(C)c(S(=O)(=O)Nc2ccc(O)cc2)c1C	-23.7	23.2
COC(=O)c1onc(C(=O)c2ccccc2)c1C(=O)OC	-52.2	30
CC12CCC(C(=O)N3CCN(C(=O)C45CCC(C)(C(=O)O4)C5(C)C)CC3)(OC1=O)C2(C)C	19.1	13.2
Cn1c(=N)c(S(=O)(=O)c2ccccc2)cc2c(=O)n3ccccc3nc21	-2.0	47.2
O=S(=O)(N1CCOCC1)n1c(Cc2ccccc2)nc2ccccc21	24.8	12.5
Cc1cc(NC(=O)CCC(=O)N(Cc2cccs2)C(C(=O)NC2CCCC2)c2ccccc2)no1 (stereo not drawn)	39.6	11.6
c1ccc(-c2nc(N3CCN(c4ccccc4)CC3)nc(-n3ccnc3)n2)cc1	-10.4	37.6
COc1cc(-c2nnc(SCC(=O)N3c4ccccc4Sc4ccccc43)o2)cc(OC)c1OC	32.1	12.2
COc1ccc(-n2nnnc2SCC(=O)NC(=O)Nc2ccc3c(c2)OCCO3)cc1	6.0	19.9
CCOc1ccc(C(=O)Nc2ccncc2)cc1	19.9	26.6
COc1cc(C(=O)NCc2ccc(-c3nc4ccccc4o3)cc2)cc(OC)c1OC	-21.9	24.8
CC(=O)c1cccc(NC(=O)N2CCCC2C(=O)NCc2ccc(F)cc2)c1 (stereo not drawn)	-43.8	53.8
CC(C)OCCCNC(=O)c1cccs1	9.5	16.1
COc1cc(C(=O)Nc2ccc(S(=O)(=O)N3CCc4ccccc43)cc2)cc(OC)c1OC	-69.5	31.5
CC(C)n1ncc(C(N)=O)c1N	-41.8	57.4
CCc1nnc(NC(=O)CSc2nnc(-c3ccco3)n2C)s1	15.2	18.1
O=C1Nc2ccccc2OC1CC(=O)N1CCN(c2cccc(C(F)(F)F)c2)CC1 (stereo not drawn)	27.1	25.1

A different layout for some results above.
mHtt clearance	mHtt clearance grain fraction	SMILES
24.8	12.5	O=S(=O)(N1CCOCC1)n1c(Cc2ccccc2)nc2ccccc21
-69.5	31.5	COc1cc(C(=O)Nc2ccc(S(=O)(=O)N3CCc4ccccc43)cc2)cc(OC)c1OC
-43.8	53.8	CC(=O)c1cccc(NC(=O)N2CCCC2C(=O)NCc2ccc(F)cc2)c1 (stereo not drawn)
0.6	37.1	Cc1cc(NC(=O)Cc2cn3ccsc3n2)n(-c2ccccc2)n1
-41.8	57.4	CC(C)n1ncc(C(N)=O)c1N
-0.1	20.1	CC(C)(C)N1C(=O)c2ccc(C(=O)NCc3ccco3)cc2C1=O
9.3	15.6	COc1cccc(NC(=O)CSc2nnc(C)s2)c1

(next part)
SMILES	mHtt clearance	mHtt clearance grain fraction
O=S(=O)(c1ccc(F)cc1)N1CCN(c2ncnc3c2cnn3-c2ccccc2)CC1	-85.0	81.3
O=C(/C=C/c1ccc(Cl)cc1Cl)NCc1ccco1	0.9	29
COc1ccc(C)cc1NC(=O)CSc1nnc(COc2ccc(C)cc2)n1Cc1ccco1	4.1	41.4
COc1cc(NC(=O)C(F)(F)F)cc(OC)c1	-31.6	24.3
Cc1cc(=O)n(CCC(=O)O)c2ccccc12	-8.5	36.7
O=C(Nc1ccc(-c2nnc(-c3ccccc3)o2)cc1)C1CCCO1 (stereo not drawn)	66.4	5.99
c1ccc(-c2cc(-c3nn4c(-c5ccco5)nnc4s3)c3ccccc3n2)cc1	-24.6	23
CCOc1ccc(-n2c(Cc3ccccc3)nnc2SCc2c(C)noc2C)cc1	-37.5	49.9
O=C(Nc1ccccc1F)N(CCCN1CCOCC1)Cc1cc2cc3c(cc2[nH]c1=O)OCCO3	26.4	27.1
Cc1ccc2c(c1)nnn2C1CCN(C(=O)NC23CC4CC(CC(C4)C2)C3)CC1	-84.0	35.7
COc1ccccc1NC(=O)/C=C/C(N)=O	44.7	12.5
COC(=O)c1[nH]c2cccc(Cl)c2c1NC(=O)CN1CCCCC1C (stereo not drawn)	-5.6	40.2
COC(=O)CSc1nnc(CNC(=O)Cc2ccccc2)n1C	-30.6	25
Cc1ccc(S(=O)(=O)N2CCCCC2)cc1C(=O)Nc1ccc2cn[nH]c2c1	2.7	19.7
CCN(CC)CCCNC(=O)CCc1ccccc1	18.5	19
Fc1ccc(-c2cc3nc4c(c(N5CCOCC5)n3n2)CCCC4)cc1	18.0	32.9
COC(=O)C1=C(C)OC(N)=C(C#N)C1c1ccsc1 (stereo not drawn)	-29.5	25.1
CC(=O)c1cc(CN2C(=O)CCC2=O)cs1	12.7	29
O=C(Cc1cccs1)NCc1cn2ccccc2n1	-85.0	62.1
COc1cc(OC)cc(-n2nnnc2SCC(=O)N2CCCc3ccccc32)c1	29.7	23.6
COc1ccccc1NS(=O)(=O)c1ccc2oc(SC3CCOC3=O)nc2c1 (stereo not drawn)	1.7	38.9
O=C(O)CCCC(=O)N1CCc2cc(S(=O)(=O)N3CCc4ccccc43)ccc21	1.4	44.5
COC(=O)c1ccc(C2C(C(=O)Nc3ccccc3C)=C(C)Nc3ncnn32)cc1 (stereo not drawn)	-41.4	47.4
O=C(CC(=O)c1ccccc1O)c1cccc(F)c1	-23.4	50.3
CC1CCN(c2nc3c(c(=O)n(C)c(=O)n3C)n2CCSc2nc3ccccc3s2)CC1	-2.7	39.4
CCOC(=O)N1CCN(C(=O)C2CC(=O)N(Cc3ccc(OC)cc3)C2)CC1 (stereo not drawn)	27.7	13.3
COC(=O)c1cc(Br)c(=O)n(Cc2ccc(C(=O)O)cc2)c1	33.5	22.7
CCN1C(=O)/C(=C/N(C(C)=O)c2ccccc2)N(c2ccccc2)C1=S	20.4	18.6
CC(C)c1nc(SCC(=O)NCc2ccccc2)n[nH]1	-25.6	48.2
CC(=O)Nc1ccc(S(=O)(=O)Nc2nccc(C3Cc4ccccc4C(=O)O3)n2)cc1 (stereo not drawn)	5.6	15.2
O=C(OCc1cc2ccccc2[nH]c1=O)c1ccco1	24.1	13.5
O=C(CSc1ncn[nH]1)N1CCN(S(=O)(=O)c2ccccc2)CC1	-8.6	23
COCCNC(=O)CN(C)S(=O)(=O)c1ccc2c(c1)OCCO2	-46.9	24.5
O=C(CN1CCCCC1)Nc1ccc(S(=O)(=O)NC2CCCCC2)cc1	-6.9	33.9
CC1(C)Cc2c(sc3c2c(=N)n(Cc2ccco2)c(=O)n3CC(=O)Nc2ccccc2)CO1	32.0	25.6
Cc1nn(Cc2ccc(C(=O)Nc3ccc(C(=O)OC(C)C)cc3)o2)c(C)c1Cl	-18.3	23.8
CC1CN(C(=O)CN2C(=O)c3ccccc3S2(=O)=O)CC(C)O1 (stereo not drawn)	17.3	35.9
CCCCNC(=O)N1CCOCCOCCN(C(=O)NCCCC)CCOCCOCC1	-15.3	22.4
COc1ccc(NC(=O)CN2CCN(C3c4ccccc4-c4ccccc43)CC2)cc1	-37.0	54.7
O=C(CSc1ncnc2c1cnn2-c1ccccc1)Nc1ccccc1	?	.

5 entries already listed, arranged by molecular weight, highest first.
SMILES	mHtt clearance	mHtt clearance grain fraction
Cc1nn(Cc2ccc(C(=O)Nc3ccc(C(=O)OC(C)C)cc3)o2)c(C)c1Cl	-18.3	23.8
COc1ccc(NC(=O)CN2CCN(C3c4ccccc4-c4ccccc43)CC2)cc1	-37.0	54.7
CCN1C(=O)/C(=C/N(C(C)=O)c2ccccc2)N(c2ccccc2)C1=S	20.4	18.6
O=C(CSc1ncnc2c1cnn2-c1ccccc1)Nc1ccccc1	?	.
CC1CN(C(=O)CN2C(=O)c3ccccc3S2(=O)=O)CC(C)O1 (stereo not drawn)	17.3	35.9

Further entries.
SMILES	mHtt clearance	mHtt clearance grain fraction
COC(=O)c1ccc(NC(=O)CN2CCCC2)cc1	-42.1	27.2
Cc1ccc(C2NC(=O)c3c(sc4c3CCN(C)C4)N2)o1 (stereo not drawn)	56.3	18.7
O=C(Nc1nccs1)c1ccc(COc2ccc(Cl)cc2)o1	3.8	19.2
O=C(NCCO)c1cccc(Cl)c1	-33.2	42.2
CCc1nnc(NC(=O)CC(CN(C)S(=O)(=O)c2ccccc2)c2ccccc2)s1 (stereo not drawn)	38.2	22.1
COC(=O)c1cc(Br)c(=O)n(CCN(C(C)C)C(C)C)c1	-58.7	28.4
N#CCc1ccc(NC(=O)Nc2cccc(Cl)c2)cc1	-22.0	24.8
O=C(CN1C(=O)CSc2ccccc21)NCCC1=CCCCC1	-12.1	47.5
O=C(CCSc1ccccc1)N1CCOCC1	-1.7	17.5
COc1ccc(CC(NC(C)=O)C(=O)N2CCN(C(=O)Nc3ccc(Cl)cc3)CC2)cc1OC (stereo not drawn)	43.6	19.2
CN(C)S(=O)(=O)c1ccc(NC(=O)c2cc(F)c(F)cc2Cl)cc1	-5.3	42
CCN(CC)S(=O)(=O)c1ccc(-c2nnc(SC)o2)cc1	-17.7	21.9
CCC(C)(C)n1nnnc1C(c1cc(OC)c(OC)c(OC)c1)N1CCN(c2ccccc2)CC1 (stereo not drawn)	-43.6	29.7
CCOC(=O)C1(CCSC)NC(c2ccco2)C2C(=O)N(CC)C(=O)C21 (stereo not drawn)	-225.1	139
CCCCn1c(CN2CCN(c3ccc(F)cc3)CC2)nc2c1c(=O)n(C)c(=O)n2C	60.6	12.2
CCOc1ccc(NC(=O)COC(=O)c2cccnc2)cc1	0.0	18.1
CCOc1ccccc1-c1nc(-c2ccc(C)nc2OC)no1	-105.6	68.9
Cc1cccc(Nc2cnn(C34CC5CC(CC(CC(=O)O)(C5)C3)C4)c(=O)c2Cl)c1	-88.1	36.5
COCCn1c(N)c(NCc2ccccc2)c(=O)n(CC(=O)Nc2cc(C)ccc2C)c1=O	-11.4	47
Cc1cccc(Oc2coc3cc(OC(=O)c4cc5ccccc5oc4=O)ccc3c2=O)c1	-10.9	34.6
O=C1c2ccc(-c3nc4ccccc4o3)cc2C(=O)N1Cc1cccnc1	-3.9	18.5
COc1ccccc1-n1c(SCC(N)=O)nnc1-c1ccccc1	41.4	9.57
O=S1(=O)N=C(Nc2nc3c(s2)CCCC3)c2ccccc21	-16.3	24.8
COCCCN1C(=O)C(=O)/C(=C(/O)c2ccc(OC)cc2)C1c1ccc(O)c(OC)c1 (stereo not drawn)	27.3	14.7
COC(=O)n1c(SC)nc2ccccc21	-8.0	22.6
COc1ccccc1CNc1cc(CSc2ccc(Cl)cc2)nc(C)n1	8.4	18.4
Cc1ccc(CS(=O)(=O)Cc2ccc(C(=O)NCc3ccccn3)o2)cc1	42.4	9.59
Cn1c(=O)n(CC(=O)N2CCN(c3nnc(-c4ccccc4)c4ccccc34)CC2)c2ccccc21	-60.4	28.6
COc1ccc(OC)c(CN2C(=O)CCC2(C)C(=O)NC2CCCCCC2)c1 (stereo not drawn)	10.0	17.2
COc1ccc(-c2cc(C(F)(F)F)nc(SCC(=O)N3CCOCC3)n2)cc1OC	23.8	13.3
COc1cc(NS(=O)(=O)c2ccc(Br)cc2)c(OC)cc1NC(=O)c1ccco1	30.4	14.4
Cc1cc2cc(CCNC(=O)CC(C)C)c(=O)[nH]c2cc1C	55.9	13.6
CN(C)CCCN1C(=O)C(=O)/C(=C(/O)c2ccc3c(c2)OCO3)C1c1ccccn1 (stereo not drawn)	11.7	34.4
O=C(CN1C(=O)c2ccccc2C1=O)Nc1cccnc1	-51.7	52.3
Cc1oc(-c2cccc(Cl)c2)[n+]([O-])c1C	-20.6	25.1
Cc1cc(C#N)c2ccccc2n1	6.2	19.5
Cn1c(=O)c2c(nc(CN3CCC(C(N)=O)CC3)n2Cc2ccccc2F)n(C)c1=O	24.5	26.9
Cc1nn(Cc2ccccc2Cl)c(C)c1NC(=O)c1cc(-c2ccc(F)cc2)on1	3.5	20.7
CCC(=O)Nc1ccc(C(=O)NNC(=O)c2cccs2)cc1	-7.1	40.4
CCOc1cc(C(=O)Nc2ccon2)cc(OCC)c1OCC	15.1	16.6
CCOC(=O)N1CCC(Nc2c(NCCCN(CC)Cc3ccccc3)c(=O)c2=O)CC1	-7.1	48.3
Cn1c(=N)n(CC(=O)C(C)(C)C)c2ccccc21	11.9	32
Clc1ccc(NCn2cncn2)nc1	-34.6	46
CCc1ccccc1Nc1nc(N)nc(COC(=O)c2cccn2C)n1	36.4	13.3
Nn1c(SCC(=O)N2CCN(S(=O)(=O)c3ccccc3)CC2)nnc1-c1cccs1	-53.7	61.3
COC(=O)CCn1nnc(-c2cccs2)n1	38.5	28.4
Cc1ccc(N(CC(=O)NCc2cccnc2)S(C)(=O)=O)cc1C	0.3	35.5
CCCCCN(C(=O)NC(=O)Nc1ccccc1C)S(C)(=O)=O	-0.1	38.2
O=C(COC(=O)c1ccc[nH]c1=O)NCC1CCCO1 (stereo not drawn)	-25.8	26.8
Cc1ccc(S(=O)(=O)NCCC(=O)NCc2ccc3c(c2)OCO3)cc1C	-15.9	34.7
Clc1cccc(Cl)c1-c1nnc2cccc(Cl)n12	-76.5	33.9
Cn1c2c(c(=O)n(C)c1=O)C(NS(=O)(=O)c1ccc(Cl)cc1)(C(F)(F)F)C(=O)N2 (stereo not drawn)	9.4	18.5
CCc1nc2c(sc3nc4c(cc32)COC(C)(C)C4)c(=O)n1Cc1ccco1	-9.4	20.6
CCN(CC)CCCN1CC(O)=C(c2nc3ccccc3s2)C1=N	39.0	12
O=C(c1ccco1)N1CCN(C2CC(=O)N(c3ccccc3)C2=O)CC1 (stereo not drawn)	25.0	15.9
N#Cc1c(NCCN)nc(-c2ccccc2)c2c1CCCC2	17.0	19.4
CCOC(=O)c1sc(=S)n(Cc2ccccc2)c1N	-20.8	44.4
CN1C(=O)C2(c3ccccc31)N(C)CC(c1ccccn1)C21SC(=S)N(Cc2ccco2)C1=O (stereo not drawn)	44.7	10.8
c1ccc(-n2ncc3c(NCCN4CCCCC4)ncnc32)cc1	-8.1	47.5
COc1ccc(OC)c(/C=N/NC(=O)CSc2nnc(C)n2-c2ccccc2)c1	-7.5	32.4
COCCCNC(=O)C1CCN(S(=O)(=O)c2c(C)noc2/C=C\c2ccc(OC)cc2)CC1	-47.7	31.7
